Compound activity: PubChem BioAssay, several laboratories
TNAP inh hiacc = inhibitors of human TNAP at high phosphate acceptor concentration. inhibition, % at 20 µM. 200,000 compounds, 0.03% hits. purified TNAP, CDP-star luminescence, 1 M DEA. P05186;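 active = over 50% inhibition of tissue-nonspecific alkaline phosphatase at 20 µM in the single-dose screen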;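 also: plate controls were DMSO wells for no effect and EDTA-quenched wells as full inhibition for full effect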
PPARg SRC-1 ag = agonists of human PPARgamma SRC-1 coactivator recruitment; P37231; PPARgamma-SRC-1 coactivator recruitment biochemical assay; activation, % at 8 µM; 200,000 compounds, 0.41% hits; AID 631; in the data active = activation above about 19%;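 also: 0% = DMSO and 100% = reference agonist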
Target sequence (P37231 whole entry, looked up): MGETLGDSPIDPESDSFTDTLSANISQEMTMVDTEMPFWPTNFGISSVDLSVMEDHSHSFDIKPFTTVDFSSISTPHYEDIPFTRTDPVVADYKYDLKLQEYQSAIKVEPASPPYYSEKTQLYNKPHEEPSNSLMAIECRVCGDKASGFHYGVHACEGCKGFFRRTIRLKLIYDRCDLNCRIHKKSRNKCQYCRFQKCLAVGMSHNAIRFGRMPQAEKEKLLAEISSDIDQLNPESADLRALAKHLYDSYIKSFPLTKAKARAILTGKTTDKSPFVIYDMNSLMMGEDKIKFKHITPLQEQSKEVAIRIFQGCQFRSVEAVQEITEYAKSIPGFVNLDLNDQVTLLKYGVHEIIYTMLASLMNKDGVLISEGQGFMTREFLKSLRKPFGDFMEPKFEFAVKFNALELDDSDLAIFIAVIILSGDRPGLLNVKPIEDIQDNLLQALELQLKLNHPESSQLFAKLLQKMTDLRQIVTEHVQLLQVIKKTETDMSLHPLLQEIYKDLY
bIAP inh = blocks bovine intestinal alkaline phosphatase activity. purified bovine IAP, CDP-star luminescence, 30 min. inhibition, % at 20 µM. 190,000 tested, under 10 active;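 active = over 50% inhibition of intestinal alkaline phosphatase at 20 µM in the single-dose screen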
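System: purified bovine intestinal alkaline phosphatase (IAP) enzyme; Input: IAP diluted 1/65,000,000 in the well; Measured by: CDP-star luminescence signal; Compound dosing: 20 µM single dose; Incubation: 30 min reaction at room temperature.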
SRC2 TRFRET art = TR-FRET artefact, counter-screen to PPARgamma/SRC-2 agonist assay; stronger effect = higher value; TR-FRET ratio at 8 µM; 200,000 compounds, 0.4% hits; AID 1049; in the data active = TR-FRET ratio above about 2000; also: inactives centre near 1500
TNAP inh no acc = inhibitors of human TNAP without phosphate acceptor | P05186 | 200,000 compounds, 0.26% hits | AID 1012 | inhibition, % at 20 µM | purified TNAP, CDP-star luminescence, 30 min;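 active = tissue-nonspecific alkaline phosphatase inhibition above about 50% at 20 µM in the single-dose screen, limit read from the data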;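 also: 0% = DMSO negative control and 100% = EDTA positive control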
Efa HMGR inh = inhibitors of class II HMG-CoA reductase from Enterococcus faecalis. inhibition, % at 10 µM. 190,000 compounds, 0.41% hits. purified E. faecalis HMGR, NADPH absorbance 340 nm kinetic;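 active = inhibition above a set limit, the median over all tested compounds plus 3 SD, cut at about 9.5% in these data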;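 also: enzyme runs in reverse so mevalonate oxidation gives rising NADPH absorbance; 0% = complete reaction with DMSO and 100% = background rate lacking mevalonate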
PPARg SRC2 recr = PPARgamma-driven SRC-2 recruitment agonism; P37231; PPARgamma LBD-SRC-2 recruitment, biochemical; activation, % at 8 µM; 200,000 compounds, 0.34% hits; in the data active = activation above about 22%;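 also: 0% = vehicle and 100% = reference agonist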
PPARg SRC3 recr = agonists of human PPARgamma SRC-3 coactivator recruitment. AID 731. 200,000 compounds, 0.26% hits. biochemical PPARgamma/SRC-3 coactivator recruitment assay. P37231. activation, % at 8 µM; in the data active = activation above about 23%;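 also: 0% = DMSO and 100% = reference agonist; some compounds past the cut are filed as inactive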
TNAP act hi DEA = TNAP (human) activation, high acceptor. 200,000 tested, under 10 active. activation factor at 20 µM. AID 1136. purified TNAP, CDP-star luminescence, 1 M DEA, 30 min; stronger effect = higher value; 0 = EDTA background, 1 = DMSO-only activity. P05186;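 active = activation factor at least 2 at 20 µM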
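Dosing: 20 µM single point. System: human TNAP. Amount: TNAP 1/800 final. Incubation: 30 min, room temperature. Read-out: TNAP activation factor scaled between EDTA and DMSO control wells. Signal: luminescence from CDP-star hydrolysis. Medium: 1 M DEA, pH 9.8, Mg2+, Zn2+. Control set: EDTA negative control, DMSO positive control.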
bIAP activator = intestinal alkaline phosphatase (bovine) activation. purified bovine IAP, CDP-star luminescence, 30 min; stronger effect = higher value; fold of DMSO-control signal, blank-subtracted. activation factor at 20 µM. 200,000 compounds, 0.17% hits;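 active = activation factor of 2 or more at 20 µM, a signal rise over negative controls twice the positive control's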
Starred values were filed as active, the others as inactive; nt = not tested or not shown. No enrichment for hits. Share with any hit: about 1.6%.

compound	Efa HMGR inh	TNAP inh hiacc	bIAP inh	PPARg SRC2 recr	SRC2 TRFRET art	TNAP inh no acc	bIAP activator	PPARg SRC3 recr	PPARg SRC-1 ag	TNAP act hi DEA
COc1ccc(NC(=O)COC(=O)c2ccc(F)cc2F)cc1	-7	-4	-4	6	1971*	-11	1	12	11	1
Cc1cccc(CSC(Nc2ccc(F)cc2)=C(C#N)C#N)c1	2	-5	21	17	1564	-6	0.8	3	5	1
CCOc1cc(C(=S)N2CCOCC2)ccc1OS(=O)(=O)c1ccc(NC(C)=O)cc1	-2	-7	2	0	1343	-13	1	-9	-4	1.1
COc1ccccc1CNC(=O)C1CCN(S(=O)(=O)N2CCCCC2)CC1	0	-2	-8	-7	1319	-6	1.1	-4	0	1
Cc1ccc(SCc2nc3ccccc3n2CC(=O)Nc2c(C)cccc2C)cc1	4	-3	-38	-2	1522	-34	1.4	-3	-2	1
O=C1CC(c2ccsc2)c2ccc3ccccc3c2N1 (stereo not drawn)	-5	-4	-1	4	1590	-6	1	7	10	1
CC(C)NC(=O)Cn1nnc(-c2ccc(Cl)cc2)n1	-2	0	0	7	1791	-10	1	-3	11	1
CN1/C(=C\C(=O)COC(=O)Cn2nnc(-c3ccccc3)n2)C(C)(C)c2ccccc21	2	-8	4	9	2474*	-13	1	5	10	1.1
O=S(=O)(NCCc1ccccc1)c1cccc(S(=O)(=O)N2CCOCC2)c1	-3	-5	5	-5	1384	-12	0.9	-8	3	1
CCN(CC)c1ccc(C(=S)N2CCN(c3ccccc3)CC2)cc1	1	1	15	0	1491	-7	0.8	9	8	1
Cc1cccn2c(=O)c3cc(C(=O)NCCN4CCOCC4)n(Cc4ccccc4)c3nc12	nt	-2	-24	nt	nt	-20	1.2	nt	nt	1
O=C(CCCN1CCC(c2ccccc2)C1)c1ccc2c(c1)OCCO2 (stereo not drawn)	-8	-10	-4	3	1531	-13	1	-5	10	1.1
CCCS(=O)(=O)N1CCN(Cc2ccccc2C(F)(F)F)CC1	-7	-6	-7	-8	1481	-19	1.1	0	-9	1.1
COc1cc(/C=N/NC(=O)Cn2nnc3ccccc32)ccc1O	7	-4	1	-4	1520	-10	1	-1	-2	1
COc1ccccc1N1CCN(C(=O)CSc2nc3ccccc3o2)CC1	-5	1	5	10	1560	-6	0.9	2	6	1
N=C(N)N1CCN(Cc2ccccc2)CC1	-1	-8	9	2	1717	-9	0.9	1	-1	1.1
Cc1ccc(Cn2nnc3c(=O)[nH]c(C4CCN(C(=O)c5cccs5)CC4)nc32)cc1	0	-2	2	6	1726	-8	1	2	-1	1
Cc1nnc(SCc2cccc(Cl)c2)n(N)c1=O	-3	-2	-2	1	1456	-10	1	0	12	1
Cc1ccc2nc(SCc3nnc(-c4ccccc4Br)o3)[nH]c2c1	2	-1	-15	1	1576	-10	1.1	1	12	1
CSc1ccccc1C(=O)Nc1cc([N+](=O)[O-])ccc1C	3	-5	10	7	1532	-10	0.9	4	5	1.1

More records follow.
compound	Efa HMGR inh	TNAP inh hiacc	bIAP inh	PPARg SRC2 recr	SRC2 TRFRET art	TNAP inh no acc	bIAP activator	PPARg SRC3 recr	PPARg SRC-1 ag	TNAP act hi DEA
COc1ccc(Cn2c(=O)sc3ccccc3c2=O)cc1	-17	0	-12	9	1936	-5	1.1	6	4	1
C=CCn1cc(-c2cccc(Cl)c2)cc(C#N)c1=O	1	-8	5	9	1473	-13	1	-1	4	1.1
S=c1[nH]nc(-c2ccncc2)n1Cc1ccccc1	-7	-7	18	-2	1432	3	0.8	-11	4	1.1
COc1cc(OC)cc(C(=O)NCC2CCCO2)c1 (stereo not drawn)	-1	-3	14	4	1401	-10	0.9	-3	4	1
CC(=O)NCCC(=O)Nc1cccc(S(=O)(=O)N(C)c2ccccc2)c1	-3	-4	-2	10	1765	-9	1	-1	-2	1
N/C(Cc1cccs1)=N\OC(=O)COc1ccc(Br)cc1Cl	-1	-3	22	5	1502	-10	0.8	2	7	1
CC1=C(C(=O)Nc2ccccc2)C(c2ccc(C)o2)n2c(s/c(=C\c3ccco3)c2=O)=N1 (stereo not drawn)	1	4	20	7	1516	5	0.8	7	0	1
CN(C)N1C(=O)CC(N2CCCCC2)C1=O (stereo not drawn)	2	-5	-2	3	1517	1	1	1	-2	1
Clc1ccc(-c2nnc3sc(-c4ccc(Br)o4)nn23)c(Cl)c1	3	3	8	23*	1760	0	0.9	21	6	1
O=C(c1ccc(C(F)(F)F)cc1)C1CCCN(C(=O)CN2C(=O)CSC2=O)C1 (stereo not drawn)	-2	-1	9	-8	1466	-13	0.9	-4	0	1
COc1ccc(CCNC(=O)C2CCN(S(=O)(=O)N3CCC4(CC3)OCCO4)CC2)cc1OC	-4	1	21	-1	1604	-5	0.8	1	2	1
CN(C)S(=O)(=O)Oc1ccc(C(=O)Nc2ccc([N+](=O)[O-])cc2)cc1	-5	0	-5	4	1627	-13	1	8	4	1
CN(C)c1nc(N)nc(/C(C#N)=C/C2CC3C=CC2C3)n1 (stereo not drawn)	-2	-1	1	3	1695	-5	1	4	4	1
COc1cc(C(=O)NC(=S)N(C)Cc2ccccc2)cc(OC)c1OC	-3	1	0	12	1736	-9	1	6	8	1
CCOC(=O)c1cc(-c2nnc(-c3cc(OC)c(OC)c(OC)c3)o2)c(C)nc1C	nt	nt	nt	7	1629	nt	nt	11	8	nt
O=C(NC(=S)NCc1ccc2c(c1)OCO2)c1ccccc1	-1	-5	1	1	1660	-8	1	6	2	1
O=C(O)c1ccc(COc2ccc(/C=N/NC(=O)c3cccs3)cc2)cc1	0	0	6	8	1748	-6	0.9	8	9	1
Cc1cc(C)c2c(N)c(-c3nc4ccccc4[nH]3)sc2n1	-1	-9	-16	4	1511	-15	1.2	7	-1	1.1
COc1ccc(-n2c(=O)c3c4c(sc3n(CC(=O)Nc3cc(C)[nH]n3)c2=O)CCC4)c(OC)c1	-4	2	-32	1	1545	-10	1.3	0	7	1
C=CCn1cnc2scc(-c3ccc(C)c(C)c3)c2c1=O	4	-7	13	-1	1487	-9	0.9	6	0	1.1

Additional results follow:
compound	Efa HMGR inh	TNAP inh hiacc	bIAP inh	PPARg SRC2 recr	SRC2 TRFRET art	TNAP inh no acc	bIAP activator	PPARg SRC3 recr	PPARg SRC-1 ag	TNAP act hi DEA
C/C(=N\NC(=O)Cn1nc(C)c(Br)c1C)c1cccs1	1	0	0	-7	1486	-7	1	-4	1	1
Cc1ccc(N2C(=O)CC(Sc3ncn[nH]3)C2=O)cc1 (stereo not drawn)	-3	-9	9	13	1574	-55	0.9	14	9	1.1
CC(C)(C)n1cc(S(=O)(=O)c2ccccc2)[nH]c1=O	-1	5	-3	1	1710	-2	1	0	3	0.9
O=C(NCc1ccncc1)c1cccc(F)c1	-11	-3	0	2	1607	-13	1	3	5	1
CSc1n[nH]c(/N=C/c2oc(O)c3ccccc23)n1	-2	-4	-12	7	1548	4	1.1	4	6	1
Fc1ccccc1N1CCN(C(c2cccs2)c2nnnn2CCc2ccccc2)CC1 (stereo not drawn)	-5	-9	8	-5	1611	-14	0.9	-5	5	1.1
CC1=C(C)CC(C(=O)N2CCN(C/C=C/c3ccccc3)CC2)C(C(=O)O)C1 (stereo not drawn)	0	0	-11	4	1573	-4	1.1	1	9	1
CCOC(=O)c1ccc(NC(=O)CN2C(=O)C(CC)SC(CC)C2=O)cc1 (stereo not drawn)	-1	0	13	5	1720	-6	0.9	2	3	1
CC(C)CC(=O)N1CCC(O)(CS(=O)(=O)Cc2ccc(Cl)cc2)CC1	-8	3	0	-12	1465	-6	1	-15	-3	1
O=C(NNC(=O)c1cccnc1)Nc1ccc(Cl)c(Cl)c1	0	-3	-12	0	1461	-3	1.1	1	2	1
COc1ccc(NC(=O)C2CCCN(S(=O)(=O)c3c(C)n[nH]c3C)C2)c(OC)c1 (stereo not drawn)	-6	-1	4	-3	1419	33	1	-3	-1	1
CC1CCCC2(C1)NC(=S)c1c(sc3c1CCCC3)N2 (stereo not drawn)	-7	3	10	3	1621	-10	0.9	19	3	1
O=C(O)c1cccc(Nc2nc(C(F)(F)F)nc3ccccc23)c1	2	0	-3	-2	1454	-6	1	0	3	1
Cc1cccc(N)c1-c1c(C)cccc1N	-6	-2	-1	4	1536	2	1	0	-2	1
Cc1ccc2nc(COc3ccc(N(C)S(=O)(=O)c4ccccc4)cc3)cc(=O)n2c1	-4	1	6	-2	1496	-6	0.9	-1	5	1
COc1ccc(C(=O)Nc2ccc(Cl)cc2C(=O)N2CCCC(C)C2)cc1 (stereo not drawn)	-4	-4	9	1	1470	-5	0.9	-6	1	1
COc1ccc(CCNc2oc(COc3ccc(Br)cc3)nc2C#N)cc1OC	-5	-8	6	1	1556	-24	0.9	-4	12	1.1

Retrieved by structure from above, 2 records:
compound	Efa HMGR inh	TNAP inh hiacc	bIAP inh	PPARg SRC2 recr	SRC2 TRFRET art	TNAP inh no acc	bIAP activator	PPARg SRC3 recr	PPARg SRC-1 ag	TNAP act hi DEA
COc1ccc(NC(=O)C2CCCN(S(=O)(=O)c3c(C)n[nH]c3C)C2)c(OC)c1 (stereo not drawn)	-6	-1	4	-3	1419	33	1	-3	-1	1
CC1CCCC2(C1)NC(=S)c1c(sc3c1CCCC3)N2 (stereo not drawn)	-7	3	10	3	1621	-10	0.9	19	3	1
